Screens: PubChem, National Center for Advancing Translational Sciences (NCATS)
hERG WT inh: KCNH2 (human, wildtype) channel inhibition | 340,000 compounds, 0.37% hits | Q12809 | U2OS, BacMam KCNH2, thallium flux FluxOr; active compounds read low | activity change, % at 1.84 µM;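 active = maximum activity change below -70%; inconclusive = maximum activity change between -70% and -50%; inactive = maximum activity change above -50%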; note: % is set by controls: 0 for no effect and ±100 for the full control effect
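U2OS cells transduced with wild-type KCNH2 virus are loaded with FluxOr dye for 45 min, and thallium flux is measured in kinetic reads before and after stimulation buffer. Rate constants are normalized to DMSO controls.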
AT treatment: potential ataxia-telangiectasia treatments restoring KAP-1 phosphorylation | […] A-T fibroblasts, KAP-1 phosphorylation AlphaLISA; neocarzinostatin DNA damage 30 min before lysis | Potency, µM (highest dose often 57.5 µM), without a hit: top-dose activation, actives largely listed as activators | 320,000 compounds, 0.19% hits | AID 485349; note: potency is the fitted concentration of half-maximal effect; % of control where 0% means no effect; nearly all actives have a fitted effect of over 45% in size
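ATM-like activity read as KAP-1 phosphorylation via AlphaLISA donor/acceptor antibody pairs after lysis and 6 hr at 25C. Cells were ATM-null patient fibroblasts ([…], hTERT), dosed 60 min, then exposed to the DSB inducer NCS for 30 min.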
ASM inhibitor: human S-ASM enzyme inhibition; placental ASM, HMU-PC fluorogenic substrate, 60 min; Potency, µM (doses to about 57.5 µM), inactives show top-dose activity change, negative = inhibition, usual class: inhibitors; 340,000 compounds, 0.006% hits; note: potency is the fitted concentration of half-maximal effect
Target sequence (P17405 47-631 limits assumed): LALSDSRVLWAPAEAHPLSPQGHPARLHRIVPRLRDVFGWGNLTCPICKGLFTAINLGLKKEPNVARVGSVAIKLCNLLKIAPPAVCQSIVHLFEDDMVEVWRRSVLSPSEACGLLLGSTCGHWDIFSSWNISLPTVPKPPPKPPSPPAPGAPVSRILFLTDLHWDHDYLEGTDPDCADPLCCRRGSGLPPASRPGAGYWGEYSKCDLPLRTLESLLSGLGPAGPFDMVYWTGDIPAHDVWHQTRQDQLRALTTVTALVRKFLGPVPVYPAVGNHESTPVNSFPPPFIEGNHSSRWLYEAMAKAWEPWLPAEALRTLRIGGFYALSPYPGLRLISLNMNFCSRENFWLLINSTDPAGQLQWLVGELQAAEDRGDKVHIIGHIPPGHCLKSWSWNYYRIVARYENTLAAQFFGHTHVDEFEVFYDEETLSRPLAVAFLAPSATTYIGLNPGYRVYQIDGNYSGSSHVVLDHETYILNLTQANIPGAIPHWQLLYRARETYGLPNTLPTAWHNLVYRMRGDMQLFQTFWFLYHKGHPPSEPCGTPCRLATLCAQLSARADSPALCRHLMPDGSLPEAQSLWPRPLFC
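Fluorogenic HMU-PC substrate (9 uM final) is turned over by placental ASM in 60 min at 37 C after a 10 min compound preincubation. Reaction ended by alkaline stop (pH 10), with fluorescence read at 386/447 nm.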
CXXC DNA block: inhibitors of human MLL CXXC domain-DNA interaction; MLL-CXXC / FITC-HOXA9 DNA fluorescence polarization; Potency, µM (top dose mostly 115 µM), without a hit: at the highest dose activity change, negative = inhibition, usual class: inhibitors; 290,000 compounds, 0.037% hits; Q03164; AID 2662; active = well fitted inhibition curve with a large enough effect in the polarisation, with a control signal flat, not every such curve was filed as active; inconclusive = small, poorly fitted or top-dose-only effect, or effect the other way, or a change in a side signal; inactive = no such curve, though single readings can be large or run the other way; the % refers to the polarisation; note: potency is the fitted concentration of half-maximal effect
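Fluorescence polarization: 7 uM MLL-CXXC (stock) preincubated 5 min with compounds, then 50 nM fluorescein-HOX-A9 DNA (stock) added; 30 min ambient. Buffer 50 mM Tris-HCl pH 7.5, 50 mM NaCl, 1 mM DTT, 0.05% BSA.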
Integrin act MD: activators of alpha7 integrin expression for muscular dystrophy | alpha7betagal myoblasts, beta-gal FDG fluorescence, 48 h | Potency, µM (series often up to 38.3 µM), without a hit: top-dose activation, usual class: activators | 350,000 compounds, 0.064% hits | AID 624291;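 note: potency is the fitted concentration of half-maximal effect; 100% = response of the positive control SU9516; nearly all actives have a fitted effect of over 60% in size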
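alpha7betagal+/- myoblasts (passage 13, 250/well) treated 48 h at 37C with compounds at 1:260 dilution of DMSO stock. Lysed, then beta-galactosidase activity read as FDG fluorescence (ex 480/em 540) after 30 min, with pre-read for autofluorescence.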
KCNH2 3.1 inh: inhibitors of human KCNH2 3.1 potassium channel isoform. AID 720553. 340,000 compounds, 0.95% hits. activity change, % (tested at about 1.8 µM). U2OS KCNH2 3.1, thallium flux FluxOr; active compounds read low;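 active = maximum activity change below -70%; inconclusive = maximum activity change from -70% to -50%; inactive = maximum activity change above -50%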;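 note: thallium influx rate constant from kinetic fluorescence after stimulation buffer; % is set by controls: 0 for no effect and ±100 for the full control effect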
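FluxOr-based Tl+ influx in U2OS cells transduced with KCNH2 3.1 virus; rate constants normalized to DMSO controls.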
GALK inh: blocks human galactokinase activity; P51570; Purified GALK, Kinase-Glo residual ATP luminescence; Potency, µM (series often up to 57.5 µM), for the others: at the highest dose activity change, negative = inhibition, most hits filed as inhibitors; 270,000 compounds, 0.007% hits; note: potency is the fitted concentration of half-maximal effect; % is set by controls: 0 for no effect and ±100 for the full control effect
Target sequence (P51570 whole entry, looked up): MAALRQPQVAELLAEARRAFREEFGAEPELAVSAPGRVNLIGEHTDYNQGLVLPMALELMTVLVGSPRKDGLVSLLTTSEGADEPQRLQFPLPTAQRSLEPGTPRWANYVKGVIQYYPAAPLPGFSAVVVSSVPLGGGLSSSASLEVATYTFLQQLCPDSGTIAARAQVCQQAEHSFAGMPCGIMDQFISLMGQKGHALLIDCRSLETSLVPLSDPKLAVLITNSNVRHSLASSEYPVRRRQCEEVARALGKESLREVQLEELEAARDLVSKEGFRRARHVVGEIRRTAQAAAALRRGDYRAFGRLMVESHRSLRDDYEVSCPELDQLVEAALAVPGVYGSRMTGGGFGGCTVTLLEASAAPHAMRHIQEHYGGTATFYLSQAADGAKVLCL
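Galactose (100 uM) and ATP (35 uM) were turned over by 5 nM GALK for 1 h at RT. Kinase-Glo Plus then converted the remaining ATP into a luminescent signal.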
Coupling enz: counter-screen for Giardia aldolase inhibitors: coupling enzyme system | activity change, negative = inhibition, % at 58.2 µM, hits read low | coupling enzyme system counterscreen, AmpLite Red fluorescence | 290,000 compounds, 0.67% hits | AID 2472; in the data active = activity change below about -30%; note: % is set by controls: 0 for no effect and ±100 for the full control effect
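Compounds tested against the coupling enzymes alone at 57.5 uM final; readout was AmpLite Red fluorescence (525/598 nm) after 20 min at RT.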
MBNL1 CUG block: MBNL1-poly(CUG) RNA binding inhibition; TR-FRET MBNL1-His/biotin-(CUG)12 binding, 665/545 ratio; 280,000 compounds, 0.036% hits; Q9NR56; Potency, µM (series often up to 57.5 µM), for inactives: at the highest dose activity change, negative = inhibition, actives largely listed as inhibitors; active = well fitted inhibition curve with a large enough effect in the signal ratio, with a control signal flat, not every such curve was filed as active; inconclusive = small, poorly fitted or top-dose-only effect, or effect the other way, or a change in a side signal; inactive = no such curve, though single readings can be large or run the other way; the % refers to the signal ratio; note: potency is the fitted concentration of half-maximal effect; % is set by controls: 0 for no effect and ±100 for the full control effect
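TR-FRET readout: Ex 340 nm, 665/545 nm emission ratio, normalized to buffer-only (basal) and MBNL1-(CUG)12 controls. Complex of MBNL1-His with Biotin-(CUG)12, compounds 92 nM–58 uM, incubated 60 min at room temperature.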
TRPV1 agonist: activates the human vanilloid receptor TRPV1; Q8NER1; TRPV1-expressing cells, Fluo-8 calcium influx, agonist mode; activation, % at 8.33 µM; 320,000 compounds, 0.19% hits; AID 540275; in the data active = activation above about 80%; inconclusive = between about 30% and that limit; note: 0% is about no effect
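Cells expressing TRPV1 were dye-loaded with Fluo-8 and read kinetically: 10 s baseline, 3 min after compound (agonist portion), then 2 min after EC20 capsaicin (allosteric enhancer portion). Calcium-bound dye fluorescence at 480/520 nm.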
Numbers without * were called inactive; i = inactive; ? = inconclusive; nt = not tested or not shown; [ ] = another dose, or the depositor's remark. Unless noted, calls come from the whole dose curve; as a rule, active = well fitted curve in the direction sought with a large enough effect; inconclusive = small, poorly fitted or top-dose-only effect, or another doubt; inactive = no such curve, though single readings can be large; an effect the other way counts as inactive or inconclusive.

SMILES	hERG WT inh	AT treatment	ASM inhibitor	CXXC DNA block	Integrin act MD	KCNH2 3.1 inh	GALK inh	Coupling enz	MBNL1 CUG block	TRPV1 agonist
CCn1c(SCC(=O)N2CCC(C)CC2)nc2c1c(=O)n(C)c(=O)n2C	-3	-5%	1%	-6%	-5%	3	-5%	-2	-4%	-1
Cc1ccc(C(=O)/C=C/N(C)C)cn1	-5	-3%	-1%	1%	0%	3	6%	-1	7%	-3
COc1cc([N+](=O)[O-])ccc1NC(=O)Nn1cnnc1	40	-5%	-1%	?	3%	-18	-1%	2	?	1
COc1cc2c(cc1NC(=S)NC(=O)/C=C/c1ccco1)oc1ccccc12	i	-6%	-5%	4%	-3%	13	-4%	0	nt	-3
COc1ccc(CCNS(=O)(=O)CC23CCC(CC2=O)C3(C)C)cc1OC (stereo not drawn)	0	-4%	3%	-5%	-28%	-25	-1%	0	2%	10
CC(C)c1ccc(CN2CCN(S(=O)(=O)c3ccc(Cl)s3)CC2)cc1	-16	11%	-3%	nt	-19%	-1	nt	nt	nt	14
CCC(c1nnnn1Cc1ccc2c(c1)OCO2)N1CCN(c2ccccc2)CC1 (stereo not drawn)	2	-1%	-7%	15%	3%	4	0%	1	1%	1
Cc1ccc(S(=O)(=O)Nc2cc(C)cn(Cc3ccccc3)c2=O)cc1	5	-3%	-1%	27%	-21%	-5	4%	-20	-8%	2
COc1ccc(CCC(=O)OCC(=O)NC(=O)c2ccc(Cl)cc2)cc1	20	-4%	-2%	nt	-45%	nt	nt	nt	nt	nt
O=C(O)CCNS(=O)(=O)c1cccc(Br)c1	-5	?	-2%	-3%	10%	-11	0%	0	-11%	1
Cc1cc(=O)[nH]c(SCC(=O)Nc2ccccc2C#N)c1C#N	-13	-4%	7%	5%	3%	0	1%	12	7%	0
O=C(NCc1ccccc1)c1csc2c1CCCC2	-13	3%	-2%	-2%	7%	18	0%	0	4%	-4
Cc1cc(Nc2ccccc2)nn1C(=O)c1ccc([N+](=O)[O-])cc1	-11	7%	?	-2%	-1%	-8	-2%	-7	?	4
CC(=O)Nc1ccc(S(=O)(=O)NCC2CCC(C(=O)NCCCOC(C)C)CC2)cc1 (stereo not drawn)	18	4%	3%	-4%	-9%	-8	-1%	1	-2%	3
CCOC(=O)/C=c1\s/c(=C\c2ccc(C)cc2)c(=O)n1CC(=O)NCc1ccco1	1	1%	38%[activator]	13%	-5%	-5	2%	-3	nt	29
CCNc1ccccc(C(=O)/C=C/c2ccc3c(c2)OCO3)c1=O	6	-2%	-11%	-2%	-18%	-13	-3%	-27	25%	-1
CC(=O)Nc1ccc(S(=O)(=O)Nc2nccc(/C=C/c3ccccc3F)n2)cc1	1	4%	5%	?	-16%	-3	-1%	7	-16%	0
Cc1c(C(=O)N2CCC(C(N)=O)CC2)oc2ccc(Br)cc12	-1	2%	-5%	nt	-13%	-5	nt	nt	nt	27
c1ccc(-c2ccc3c(n2)CCCO3)cc1	11	nt	7%	nt	23%	25	nt	nt	nt	nt
Cc1cccc(C)c1OCCNC(=O)c1ccc2ccccc2n1	-3	?	-24%	-1%	2%	-89*	-1%	-20	0%	?

Part of the list above in order of heavy-atom count, rising.
SMILES	hERG WT inh	AT treatment	ASM inhibitor	CXXC DNA block	Integrin act MD	KCNH2 3.1 inh	GALK inh	Coupling enz	MBNL1 CUG block	TRPV1 agonist
Cc1ccc(C(=O)/C=C/N(C)C)cn1	-5	-3%	-1%	1%	0%	3	6%	-1	7%	-3
O=C(O)CCNS(=O)(=O)c1cccc(Br)c1	-5	?	-2%	-3%	10%	-11	0%	0	-11%	1
O=C(NCc1ccccc1)c1csc2c1CCCC2	-13	3%	-2%	-2%	7%	18	0%	0	4%	-4
COc1cc([N+](=O)[O-])ccc1NC(=O)Nn1cnnc1	40	-5%	-1%	?	3%	-18	-1%	2	?	1
Cc1c(C(=O)N2CCC(C(N)=O)CC2)oc2ccc(Br)cc12	-1	2%	-5%	nt	-13%	-5	nt	nt	nt	27
Cc1cccc(C)c1OCCNC(=O)c1ccc2ccccc2n1	-3	?	-24%	-1%	2%	-89*	-1%	-20	0%	?
CC(C)c1ccc(CN2CCN(S(=O)(=O)c3ccc(Cl)s3)CC2)cc1	-16	11%	-3%	nt	-19%	-1	nt	nt	nt	14
Cc1ccc(S(=O)(=O)Nc2cc(C)cn(Cc3ccccc3)c2=O)cc1	5	-3%	-1%	27%	-21%	-5	4%	-20	-8%	2
COc1ccc(CCNS(=O)(=O)CC23CCC(CC2=O)C3(C)C)cc1OC (stereo not drawn)	0	-4%	3%	-5%	-28%	-25	-1%	0	2%	10
COc1cc2c(cc1NC(=S)NC(=O)/C=C/c1ccco1)oc1ccccc12	i	-6%	-5%	4%	-3%	13	-4%	0	nt	-3
CC(=O)Nc1ccc(S(=O)(=O)Nc2nccc(/C=C/c3ccccc3F)n2)cc1	1	4%	5%	?	-16%	-3	-1%	7	-16%	0
CCC(c1nnnn1Cc1ccc2c(c1)OCO2)N1CCN(c2ccccc2)CC1 (stereo not drawn)	2	-1%	-7%	15%	3%	4	0%	1	1%	1
CC(=O)Nc1ccc(S(=O)(=O)NCC2CCC(C(=O)NCCCOC(C)C)CC2)cc1 (stereo not drawn)	18	4%	3%	-4%	-9%	-8	-1%	1	-2%	3

Following part:
SMILES	hERG WT inh	AT treatment	ASM inhibitor	CXXC DNA block	Integrin act MD	KCNH2 3.1 inh	GALK inh	Coupling enz	MBNL1 CUG block	TRPV1 agonist
CCOc1cc2[nH]c(=S)n(CCCN3CCOCC3)c(=O)c2cc1OCC	-9	-2%	-2%	0%	-20%	-6	0%	-7	-2%	19
CCCc1cc(=O)[nH]c(SCC(=O)N2CCN(S(=O)(=O)c3ccc(Cl)cc3)CC2)n1	-8	0%	3%	-7%	24%	8	0%	-2	nt	-1
CCOC(=O)N1CCN(CCC(=O)Nc2ccc(C)c(Br)c2)CC1	6	-1%	2%	5%	9%	-19	-1%	3	-6%	9
COC(=O)C1=CN(Cc2ccc(OC)c(OC)c2)C=C(C(=O)OC)C1c1cccc(OC)c1OC	4	29%	i	3%	1%	3	0%	1	26%	3
Cc1onc(-c2ccccc2)c1C(=O)NNC(=O)c1ccccc1Br	-14	1%	3%	nt	41%	18	nt	nt	nt	-1
CC(=O)NC(CC(=O)OCC(=O)N1c2ccccc2NC(=O)C1(C)C)c1ccccc1 (stereo not drawn)	2	1%	3%	nt	-1%	-11	nt	nt	nt	0
Clc1ccc2nc(-c3ccccc3)c(CN3CCOCC3)n2c1	4	2%	-11%	2%	0%[7.66 µM]	2	-2%	-2	17%	3
CC(C)(C)c1[nH]nc2c1C(c1ccsc1)C(C#N)=C(N)O2 (stereo not drawn)	-8	0%	-2%	2%	-17%	-5	-2%	3	7%	4
COc1ccccc1NC(=O)CSc1nnc(-c2ccco2)n1Cc1ccco1	3	0%	0%	7%	-13%	8	3%	0	1%	3
Cc1cc(C)n(CCCC(=O)O)n1	-2	-1%	2%	6%	?	17	7%	8	2%	-6
CCOc1ccc(-n2c(C)cc(/C=N/NC(=O)C(N)=O)c2C)cc1	-12	-4%	1%	10%	-4%	20	4%	-8	7%	4
COc1ccc(CCN(Cc2cc3cccc(C)c3n3nnnc23)C(=O)c2ccncc2)cc1OC	nt	14%	nt	-7%	nt	nt	3%	0	4%	0
O=C(COc1ccc(S(=O)(=O)NC2CCCCC2)cc1)NCc1ccccn1	-8	-7%	2%	-1%	11%	-6	0%	3	-1%	-2
CC(=O)c1c(C)[nH]c(C(=O)COC(=O)c2c(C)noc2C)c1C	4	-7%	-5%	nt	11%	12	nt	nt	nt	0
N#Cc1c(C(F)(F)F)cc(-c2ccccc2Cl)[nH]c1=O	-2	16%	nt	-3%	11%	2	0%	18	-30%	4
COc1cc(C(=O)NNC(=S)Nc2ccc(S(N)(=O)=O)cc2)cc(OC)c1OC	2	-7%	-2%	11%	-29%	-3	2%	1	3%	0
O=C(NCc1nnc2c(C(F)(F)F)cc(Cl)cn12)C1CCCC1	0	-2%	5%	46%[activator]	10%	-16	1%	1	12%	2
CN(CC1CCCO1)S(=O)(=O)c1ccc(C(=O)N2CCN(c3ccccc3)CC2)cc1 (stereo not drawn)	i	-1%	1%	19%	11%	2	-1%	3	-3%	-2

This is a random part of the collection; about 2% have a hit in one of these screens.
